Compound activity: PubChem, NCI
NCI-60 one-dose screen, 48 h, at 10 µM unless noted. Numbers give growth in % (100 = growth as untreated, 0 = no growth, -100 = all killed).
NCI-H522: NCI-H522 lung cancer | AID 1794739 | 78,000 compounds, 8% hits
NCI-H460: NCI-H460 lung cancer | 82,000 compounds, 6.8% hits
NCI-H226: NCI-H226 lung cancer; 79,000 compounds, 3.5% hits; AID 1794732
HT29: HT29 colon cancer. 81,000 compounds, 7.4% hits
NCI-H23: NCI-H23 lung cancer; 80,000 compounds, 4% hits; AID 1794731
RXF 393: RXF 393 renal cancer cells | 77,000 compounds, 6.9% hits | AID 1794773
NCI-H322M: NCI-H322M lung cancer; 80,000 compounds, 2.7% hits
A498: A498 renal cancer cells; 76,000 compounds, 5.4% hits; AID 1794774
COLO 205: COLO 205 colon cancer | 79,000 compounds, 7.3% hits
The depositor's hits bear a star; / = not tested or not shown. How the source made its calls: active means growth percent below 10; inactive means the rest.

No.	mol	NCI-H522	NCI-H460	NCI-H226	HT29	NCI-H23	RXF 393	NCI-H322M	A498	COLO 205
1	O=C1c2c(O)ccc([N+](=O)[O-])c2C(=O)c2c(O)ccc([N+](=O)[O-])c21	92	105	103	101	95	117	/	114	110
2	O=C(NC1CCCCC1)c1csnn1	104	106	98	111	104	109	/	98	113
3	Oc1ccc(-c2nc(-c3ccc4oc5ccc(-c6[nH]c(-c7ccc(O)cc7)nc6-c6ccccc6)cc5c4c3)c(-c3ccccc3)[nH]2)cc1	59	59	/	35	44	85	79	77	54
4	O=[N+]([O-])c1cccc(-c2nnc(CSc3nnc(-c4ccccc4Cl)o3)o2)c1	97	105	101	106	110	95	106	96	112
5	CCOc1ccc(NC(=O)/C=C/c2ccc(OC)c(OC)c2)cc1	101	109	100	104	105	111	104	100	111
6	O=C(O)c1ccc(-n2c(-c3ccccc3)nc(-c3ccccc3)c2-c2ccccc2)cc1	94	107	81	107	94	107	91	87	113
7	CC(=O)O[C@H]1C[C@@]2(C)[C@@H]3CCC(C(C)C)=CC3=CC[C@@H]2C(C)(C)C1=O	86	102	110	102	98	141	109	96	111
8	O=C1c2ccccc2C(=O)c2c(O)c(Cl)cc(O)c21	85	100	104	39	97	103	111	91	101
9	Cc1cc(C)nc(NS(=O)(=O)c2ccc(Nc3nc4nc(Nc5cccc(O)c5)nc(-c5ccc(O)cc5O)c4c(=O)[nH]3)cc2)n1	/	108	96	105	110	98	96	94	109
10	Nc1nc(CC(=O)NCc2ccccc2)nn1C(=O)c1ccc(Cl)cc1	94	116	116	100	109	126	107	102	114
11	CC12CCC(C(NC(=S)NN)C1=O)C2(C)C (stereo unspecified)	/	120	108	109	104	123	117	/	101
12	O=[N+]([O-])c1ccc2c(c1)C(C(Cl)(Cl)Cl)OC(C(Cl)(Cl)Cl)O2 (stereo unspecified)	85	93	73	67	90	/	87	77	95
13	Nc1c(S(=O)(=O)O)cc2c3c(cccc13)C(=O)OC2=O	104	105	105	106	95	131	107	106	111
14	COc1cc2oc(-c3cccc(C(=O)N[C@H](C(=O)O)C(C)C)c3)cc(=O)c2c(OC)c1OC	99	105	97	105	102	103	103	108	109
15	O=C1NCN(c2ccccc2)C12CCN(CCCC(c1ccc(F)cc1)c1ccc(F)cc1)CC2	61	37	94	/	73	40	60	58	27
16	O=C(NNC(=O)c1ccccc1F)c1ccccc1	92	110	105	98	99	113	94	/	113

Sorted by count of non-hydrogen atoms (highest first): part of the list above.
No.	mol	NCI-H522	NCI-H460	NCI-H226	HT29	NCI-H23	RXF 393	NCI-H322M	A498	COLO 205
3	Oc1ccc(-c2nc(-c3ccc4oc5ccc(-c6[nH]c(-c7ccc(O)cc7)nc6-c6ccccc6)cc5c4c3)c(-c3ccccc3)[nH]2)cc1	59	59	/	35	44	85	79	77	54
9	Cc1cc(C)nc(NS(=O)(=O)c2ccc(Nc3nc4nc(Nc5cccc(O)c5)nc(-c5ccc(O)cc5O)c4c(=O)[nH]3)cc2)n1	/	108	96	105	110	98	96	94	109
15	O=C1NCN(c2ccccc2)C12CCN(CCCC(c1ccc(F)cc1)c1ccc(F)cc1)CC2	61	37	94	/	73	40	60	58	27
14	COc1cc2oc(-c3cccc(C(=O)N[C@H](C(=O)O)C(C)C)c3)cc(=O)c2c(OC)c1OC	99	105	97	105	102	103	103	108	109
6	O=C(O)c1ccc(-n2c(-c3ccccc3)nc(-c3ccccc3)c2-c2ccccc2)cc1	94	107	81	107	94	107	91	87	113
4	O=[N+]([O-])c1cccc(-c2nnc(CSc3nnc(-c4ccccc4Cl)o3)o2)c1	97	105	101	106	110	95	106	96	112
12	O=[N+]([O-])c1ccc2c(c1)C(C(Cl)(Cl)Cl)OC(C(Cl)(Cl)Cl)O2 (stereo unspecified)	85	93	73	67	90	/	87	77	95
13	Nc1c(S(=O)(=O)O)cc2c3c(cccc13)C(=O)OC2=O	104	105	105	106	95	131	107	106	111
16	O=C(NNC(=O)c1ccccc1F)c1ccccc1	92	110	105	98	99	113	94	/	113
11	CC12CCC(C(NC(=S)NN)C1=O)C2(C)C (stereo unspecified)	/	120	108	109	104	123	117	/	101
2	O=C(NC1CCCCC1)c1csnn1	104	106	98	111	104	109	/	98	113

Remaining list, next part:
No.	mol	NCI-H522	NCI-H460	NCI-H226	HT29	NCI-H23	RXF 393	NCI-H322M	A498	COLO 205
17	Cc1ccc(-c2cc(-c3cccc(Cl)c3)[nH]c(=O)c2C#N)s1	91	102	100	111	98	117	107	100	113
18	CS(=O)(=O)c1ccncc1	82	99	99	102	101	97	98	85	115
19	C1CCC2(CC1)OCCO2	92	107	102	106	112	111	105	96	105
20	C/C(=N\NC(=S)N1CC2CCC(CC2)C1)c1ccccn1	17	-3.7*	12	6.5*	30	-7.5*	4.2*	-12*	4.4*
21	CNc1nc2c(s1)C(c1ccc(F)c(F)c1)CC(=O)N2 (stereo unspecified)	89	102	88	103	95	97	100	60	113
22	CCOC(=O)C#Cc1c(C(=O)OCC)nnn1[C@@H]1O[C@H](COC)[C@@H](OC)[C@H]1OC	-59*	109	83	25	101	14	93	99	-55*
23	O=C1/C(=C/c2ccc([N+](=O)[O-])cc2)Sc2ccc(F)cc21	85	102	87	93	79	88	88	110	98
24	CC1(C)CC(=O)c2c(nc3ccc(Cl)cc3c2-c2ccccc2)C1	73	90	98	99	90	3.1*	103	115	95
25	CN(C)c1ccc(/C=C2\SC(=O)N(CC(=O)Nc3ccc(C(=O)/C=C/c4cc5ccccc5nc4Cl)cc3)C2=O)cc1	90	109	115	101	102	116	95	107	112
26	CC1(C)COCCN1CC(O)c1ccc(Br)cc1 (stereo unspecified)	107	95	100	103	104	80	109	86	110
27	CC(=O)OCC1CCCC(C)C1COC(C)=O (stereo unspecified)	99	107	98	97	95	102	126	/	103
28	CCNC(=S)NNC(=O)CN1CCN(c2cc3c(cc2F)c(=O)c(C(=O)O)cn3C2CC2)CC1	94	106	86	105	101	/	101	96	119
29	Cn1cnc2c1c(=O)n(CC(=O)Nc1ccc(F)cc1)c(=O)n2C	84	106	97	92	95	124	109	100	113
30	COc1ccc2c(c1)CCCC21C(=O)Nc2ccc(F)cc21 (stereo unspecified)	79	109	96	92	99	113	101	107	110
31	CC(C)Sc1nc(-c2ccc(F)cc2)c(C#N)c(N2CCCCC2)n1	82	107	102	97	100	110	104	94	127
32	CC(=O)c1cccc(NC(=O)c2ccc(-c3cccc(N)c3)o2)c1	82	101	96	105	92	111	97	91	115
33	CCCCCCCCCC(=O)c1ccccc1	86	110	109	103	103	139	111	106	118
34	CCCCNC(C)C(O)c1ccc(-c2ccc(C(O)C(C)NCCCC)cc2)cc1 (stereo unspecified)	63	91	96	72	93	82	104	98	70
35	O=C1c2ccccc2OC=C(c2ccccc2)N1CCCCNc1ccc(F)cc1	70	98	87	77	90	98	90	98	68
36	COc1cc(CNS(=O)(=O)c2ccc(C)cc2)ccc1OCc1cn(-c2ccc(Cl)cc2)nn1	89	109	85	106	98	94	92	49	111
37	Clc1ccc(-c2nc(-c3ccc(Cl)cc3)c3ccccc3n2)cc1	88	59	96	99	87	104	95	102	90
38	CC(=O)OC(OC(C)=O)c1ccccc1	113	107	111	103	102	103	106	94	122
39	CSc1cc(C(=O)O)nc(SC)n1	95	104	100	105	93	109	100	106	103
40	O=C(CSc1nc2ccccc2[nH]1)Nc1ccc(-c2nc3ccccc3s2)c(Cl)c1	-9.4*	-5.0*	40	15	-32*	22	65	72	20
41	Cc1ccc(Cl)cc1NC(=O)N(C)CCO	-7.4*	108	115	133	110	112	116	111	144
42	O=C(c1ccc(O)cc1)c1ccc(O)cc1	96	108	98	106	106	113	95	74	108
43	C=C1CCCCC1O (stereo unspecified)	106	108	106	122	110	/	97	94	103
44	CSc1nc(-c2ccc(Cl)cc2)c(C#N)c(=O)[nH]1	99	109	100	116	102	120	106	93	123
45	N/C(=N\c1nc2ccccc2s1)NC(=O)Nc1ccccc1Br	-61*	-26*	8.8*	-61*	-24*	0.2*	15	26	-73*
46	Cn1nnnc1N1CCC(NC(=O)/C=C/c2c(F)cccc2F)CC1	95	100	101	101	106	/	92	93	105
47	C[C@H]1CC2C([C@@H](O)C[C@@]3(C)C2CC[C@]3(O)C(=O)CO)[C@@]2(C)C=CC(=O)C=C12 (stereo partly specified)	96	93	88	100	98	136	99	101	115
48	O=C1c2ccc(Cl)cc2C(=O)c2ccc(Cl)cc21	97	108	86	110	81	108	97	117	108
49	C#Cc1ccc(-n2c(/C=C/c3ccc4ccccc4c3)nc3ncccc3c2=O)cc1	8.7*	39	13	1.0*	67	-21*	72	-2.9*	26
50	Clc1ccc(C2=CC(c3ccc(Cl)cc3)N3C=CSC3=N2)cc1 (stereo unspecified)	119	109	113	115	98	119	117	97	107
51	CCOC(=O)Cc1c[nH]c2ccc(N)cc12	91	104	105	99	99	113	102	110	114
52	O=C(/C=C\c1ccc2ccccc2n1)c1cc(Cl)ccc1O	95	79	59	72	63	84	86	113	115
53	CCC(=O)c1ccc(OC)c(OC)c1OCc1ccccc1	102	/	107	104	97	126	115	/	108
54	NNC(=O)c1ccccc1N	130	118	114	106	101	41	118	140	133
55	OC(CBr)CCBr (stereo unspecified)	96	102	110	105	105	109	101	98	105
56	CCC[C@@]12Cc3ccccc3N[C@@H]1N(C)c1ccccc12	111	108	97	92	95	108	99	91	106
57	O=C(c1nc2ccccc2[nH]1)C1C(c2cccs2)C2CSCN2[C@@]12C(=O)Nc1ccccc12 (stereo partly specified)	91	101	/	101	103	112	98	80	112
58	O=C(Cn1nncc1CN1C(=O)CSC1=O)Nc1cccc(Br)c1	92	105	95	103	98	114	101	94	110
59	Cn1c(=O)[nH]c2nc(SCC(=O)c3ccccc3)[nH]c2c1=O	93	108	/	108	100	/	100	101	118
60	COc1ccc(-c2nn(-c3ccc(S(N)(=O)=O)cc3)c(=O)c3ccccc23)cc1OC	98	104	100	107	86	92	100	118	123
61	CS(=O)(=O)c1nccc(-c2c(-c3cccc(OCCN4CCOCC4)c3)nc3sccn23)n1	-63*	101	84	67	90	89	/	59	98
62	Cn1c(-c2ccncc2)nc(=O)c2ccccc21	102	107	100	107	103	116	110	86	115
63	Cc1nc(C)c(CSC2N=C(c3ccc(Br)cc3)c3cnn(-c4ccccc4)c3N2)nc1C (stereo unspecified)	75	101	96	99	88	93	100	89	106
64	O=c1ncn(C2CCCCC2)c(=O)[nH]1	110	117	104	113	109	112	103	115	113
65	CCOC(=O)CCCCl	102	106	101	105	104	120	102	122	126
66	Cc1ccc(-n2c(/C=C3\C(=O)Nc4ccccc43)ccc2CO)cc1	74	80	88	61	81	66	103	47	92
67	CCOC(=O)C1CC(C(=O)OCC)C(=O)C1=O (stereo unspecified)	86	105	87	95	99	116	100	/	108
68	COc1ccc(NC(=O)CC(O)c2cccc(N)c2)cc1 (stereo unspecified)	94	104	100	109	/	99	/	79	114
69	COc1cc(-c2nc(SCCC(C)C)nc(NC3CC3)c2C#N)cc(OC)c1OC	91	109	105	104	105	123	105	97	116
70	Nc1nonc1-c1noc(COc2ccc(Cl)cc2)n1	85	102	98	91	105	102	104	78	109
71	CCSc1nnc(NC(=O)c2cc(-c3ccccc3)oc2C)s1	95	104	101	105	102	112	110	107	111
72	O=C(O)CCCCNC(=O)c1nc(-c2ccccc2)n(-c2ccc(F)cc2)n1	96	109	103	104	95	/	105	108	123

More records follow:
No.	mol	NCI-H522	NCI-H460	NCI-H226	HT29	NCI-H23	RXF 393	NCI-H322M	A498	COLO 205
73	Cc1ccc(S(=O)(=O)n2[nH]c(=O)cc2N)cc1	/	106	/	104	96	107	97	94	109
74	Cc1nnc(NS(=O)(=O)c2ccc(N=Nc3cc4ccccc4c(C(=O)O)c3O)cc2)s1	88	48	91	101	95	106	95	21	129
75	Cc1ccc(C2(C)NC(=O)N(CC(=O)Nc3cccc(C)c3)C2=O)cc1 (stereo unspecified)	77	98	84	97	97	101	102	123	116
76	COc1ccc(-c2cc(-c3cccnc3)nc3sc4c(=O)[nH]c(-c5ccccc5)nc4c23)cc1OC	88	93	96	96	96	97	93	93	99
77	COc1cc2c(cc1CC(Br)CBr)OCO2 (stereo unspecified)	90	95	98	91	85	94	102	100	99
78	CC1=CC[C@@H]2CC[C@]3(C)[C@H](CC[C@@H]4[C@@]5(C)CCCNC(C)(C)[C@@H]5CC[C@]43C)[C@H]2[C@@H]1C	96	-70*	107	-55*	63	/	21	60	-94*
79	Nc1nc(SCc2cccc(CCl)c2)c2ncn(Cc3cccc(CCl)c3)c2n1	/	124	/	117	103	114	97	106	109
80	CS(=O)(=O)Nc1ccc(Nc2cc(OC3CCOCC3)c([N+](=O)[O-])cc2Cl)cc1	90	105	94	104	98	87	92	79	100
81	C=C1CCC2C(C)(CO)C(O)CCC2(C)C1C/C=C1/C(=O)OCC1O/C=C/c1ccccc1 (stereo unspecified)	60	75	84	57	88	81	95	86	101
82	CO[C@@H]1CSS[C@H]1Cn1nc(-c2ccc(Oc3ccccc3)cc2)c2c(N)ncnc21	17	77	25	51	63	35	76	67	62
83	NS(=O)(=O)c1ccc(NC(=O)N2CCN(c3ccccn3)CC2)cc1	96	105	103	102	110	105	106	105	111
84	COc1cc(CCn2nnc3c(NCCCN4CCOCC4)ncnc32)cc(OC)c1	92	105	100	105	98	/	96	82	110
85	CCCCc1ccc(NC(=O)/C=C\C(=O)O)cc1	84	106	97	99	102	89	/	83	122
86	O=S(=O)(O)c1ccc(N=Nc2ccc(N=Nc3ccc(O)c4cccc(S(=O)(=O)O)c34)cc2)cc1	85	/	108	96	97	106	104	/	124
87	CC(=O)Nc1ccc(I)cc1	78	108	89	93	98	96	92	81	115
88	N[C@@H](CC(=O)N1CCn2c(nnc2C(F)(F)F)C1)Cc1cc(F)c(F)cc1F	97	114	100	112	100	102	94	/	114
89	CCN(CC)C(=S)SC(SC(=S)N(CC)CC)C(=O)c1nnn(-c2ccc(Cl)cc2)c1C	78	68	98	91	97	124	93	76	99
